Compound activity from PubChem.
MBNL1 CUG block: qHTS Assay for Inhibitors of MBNL1-poly(CUG) RNA binding; Muscleblind-like protein 1 (Homo sapiens), Q9NR56; TR-FRET MBNL1-His/biotin-(CUG)12 binding, 665/545 ratio; Potency, µM (doses to about 57.5 µM), without a hit: at the top dose activity change, negative = inhibition, actives largely listed as inhibitors; 280,000 tested, 0.036% active; active = well fitted inhibition curve with a large enough effect in the signal ratio, with a control signal flat, not every such curve was filed as active; inconclusive = small, poorly fitted or top-dose-only effect, or effect the other way, or a change in a side signal; inactive = no such curve, though single readings can be large or run the other way; the % refers to the signal ratio; note: % is set by controls: 0 for no effect and ±100 for the full control effect
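Ratiometric TR-FRET (665 over 545 nm, excitation 340 nm) tracks disruption of MBNL1-His/biotin-(CUG)12 complex after 60 min at room temperature, with compounds at 92 nM to 58 uM final.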
Gal4-VP16 FLuc: VP16 counterscreen qHTS for inhibitors of ROR gamma transcriptional activity; Potency, µM (series often up to 53.6 µM), inactives show at the top dose activity, negative = inhibition, hits mostly inhibitors; Drosophila S2 Gal4-VP16 UAS-luciferase, luminescence, 20 h; 310,000 tested, 3.5% active;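 note: Gal4-VP16 expression switched on by copper sulfate through the metallothionein promoter; % is set by controls: 0 for no effect and ±100 for the full control effect; nearly all actives have a fitted effect of over 50% in size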
CXXC DNA block: qHTS Fluorescence Polarization Assay for Inhibitors of MLL CXXC domain - DNA interaction; 290,000 tested, 0.037% active; Potency, µM (doses to about 115 µM), for the others: top-dose activity change, negative = inhibition, hits mostly inhibitors; AID 2662, 2010; MLL-CXXC / FITC-HOXA9 DNA fluorescence polarization; Histone-lysine N-methyltransferase 2A (Homo sapiens), Q03164; active = well fitted inhibition curve with a large enough effect in the polarisation, with a control signal flat, not every such curve was filed as active; inconclusive = small, poorly fitted or top-dose-only effect, or effect the other way, or a change in a side signal; inactive = no such curve, though single readings can be large or run the other way; the % refers to the polarisation
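Fluorescence polarization: 7 uM MLL-CXXC (stock) preincubated 5 min with compounds, then 50 nM fluorescein-HOX-A9 DNA (stock) added; 30 min ambient. Buffer 50 mM Tris-HCl pH 7.5, 50 mM NaCl, 1 mM DTT, 0.05% BSA.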
uPA surface inh: qHTS for Inhibitors of Cell Surface uPA Generation | cell surface uPA generation assay, qHTS | 330,000 tested, 0.31% active | AID 540303, 2011 | Potency, µM (doses to about 38.3 µM), inactives show at the highest dose activity change, negative = inhibition, most hits filed as inhibitors; active = well fitted inhibition curve with a large enough effect; inconclusive = small, poorly fitted or top-dose-only effect; inactive = no such curve, though single readings can be large or run the other way; tested in mouse RAW 264.7 cells; note: % is set by controls: 0 for no effect and ±100 for the full control effect; nearly all actives have a fitted effect of over 55% in size
BRCA1 expr act: qHTS Assay to Identify Small Molecule Activators of BRCA1 Expression; MCF7-BRCA1-FFLuc reporter, luminescence, 48 h; response scale: scaled: vehicle 0%, 10 µM genistein 100%; Potency, µM (highest dose often 46.1 µM), without a hit: at the top dose activation, hits mostly activators; 380,000 tested, 1.1% active; AID 624202, 2012; note: nearly all actives have a fitted effect of over 80% in size; some results filed as inactive show a strong effect at the top dose
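Activators of BRCA1 expression were detected as increased firefly luciferase luminescence in engineered MCF7 cells after 48 h compound incubation. Signals were scaled to genistein 10 microM as full activation.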
NPC1 promoter act: qHTS Assay for NPC1 Promoter Activators. 320,000 tested, 2.4% active. Potency, µM (series often up to 9.22 µM), inactives show at the top dose activation, hits mostly activators. Huh7 NPC1 promoter luciferase reporter, 24 h;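 note: % of control where 0% means no effect; nearly all actives have a fitted effect of over 60% in size; reporter is driven by a mutant NPC1 promoter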
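Cells: Huh7 expressing luciferase under the NPC1 promoter, 1500/well. Seeded 2 h, compound added, incubated 24 h at 37 °C. Luciferase reagent, 10 min ambient, then luminescence.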
RORg inh: qHTS for inhibitors of ROR gamma transcriptional activity | Nuclear receptor ROR-gamma (Mus musculus), P51450 | Drosophila S2 Gal4-RORgamma UAS-luciferase reporter, 20 h | Potency, µM (doses to about 53.6 µM), without a hit: at the highest dose activity change, negative = inhibition, hits mostly inhibitors | 310,000 tested, 5.4% active | AID 2551, 2010; note: % is set by controls: 0 for no effect and ±100 for the full control effect; nearly all actives have a fitted effect of over 60% in size
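Drosophila Schneider cells stably carrying a metallothionein-driven Gal4 DBD–ROR gamma fusion and a UAS-Photinus luciferase reporter were exposed to compound for 1 hr, then induced with copper sulfate (700 uM final) for 20 hr at ambient temperature before luminescence reading.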
ELG1 genotoxic: qHTS screen for small molecules that induce genotoxicity in human embryonic kidney (HEK293T) cells expressing luciferase-tagged ELG1. HEK293T ELG1-luciferase reporter, luminescence, 16 h. Potency, µM (series often up to 46 µM), inactives show at the top dose activity change, positive = activation, usual class: activators. 330,000 tested, 1.3% active; note: % of control where 0% means no effect; nearly all actives have a fitted effect of over 60% in size
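HEK293T cells expressing luciferase-tagged ELG1 were exposed to compound or DMSO vehicle for 16 hr at 37 °C and 5% CO2. Luciferase activity was then measured with ONE-Glo after 30 min at room temperature.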
FLuc counter: qHTS profiling assay for firefly luciferase inhibitor/activator using purifed enzyme and Km concentrations of substrates (counterscreen for miR-21 project); Luciferin 4-monooxygenase (Photinus pyralis), P08659; purified FLuc, Km substrates, luminescence inhibition; Potency, µM (doses to about 57.5 µM), without a hit: top-dose activity change, negative = inhibition, most hits filed as inhibitors; 360,000 tested, 6.9% active; AID 588342, 2011;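 note: plate controls were vehicle for no effect and reference inhibitor for full effect; nearly all actives have a fitted effect of over 55% in size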
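Purified P. pyralis luciferase (10nM final) with 10uM D-luciferin and 10uM ATP (Km levels) in 50mM Tris acetate pH 7.5, 10mM Mg acetate, 0.01% Tween-20, 0.05% BSA; qHTS 6-point titration, ~60 µM downward; luminescence read.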
p53 reactivator: qHTS assay for re-activators of p53 using a Luc reporter | AID 504706, 2011 | 320,000 tested, 0.063% active | H1299 p53-A138V BP100-luciferase reporter, luminescence, 24 h | Potency, µM (doses to about 92.2 µM), for inactives: top-dose activity change, positive = activation, actives largely listed as activators; note: % of control where 0% means no effect; nearly all actives have a fitted effect of over 45% in size
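H1299 (p53-null), stable ts p53-A138V + BP100-Luc; 1000 cells/well, Opti-MEM/10% FBS; cpd 4 pt, 1:5; 24 h, 37 deg C, 5% CO2; detection reagent 10 min RT; luminescence.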
Rab9 prom act: qHTS Assay for Rab9 Promoter Activators. Potency, µM (series often up to 9.22 µM), without a hit: at the top dose activation, negative = inhibition, hits mostly activators. Huh7 Rab9 promoter-luciferase reporter, luminescence, 24 h. 320,000 tested, 2.8% active; note: % of control where 0% means no effect; nearly all actives have a fitted effect of over 60% in size
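Stable Rab9-luc Huh7, 1500 cells/well, 2 h settle; cmpd in DMSO, 24 h, 37 °C/5% CO2; luciferase reagent 10 min RT; luminescence.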
* marks the source's active call; other numbers are inactive results; ? = inconclusive; . = not tested or not shown; [ ] = dose if it differs, or a comment. Unless noted, calls come from the whole dose curve; as a rule, active = well fitted curve in the direction sought with a large enough effect; inconclusive = small, poorly fitted or top-dose-only effect, or another doubt; inactive = no such curve, though single readings can be large; an effect the other way counts as inactive or inconclusive. Potency is the fitted concentration of half-maximal effect. These rows are one share of the data; count on the stated rates, not on these rows.

SMILES | MBNL1 CUG block | Gal4-VP16 FLuc | CXXC DNA block | uPA surface inh | BRCA1 expr act | NPC1 promoter act | RORg inh | ELG1 genotoxic | FLuc counter | p53 reactivator | Rab9 prom act
O=C(NCC(O)c1ccccc1)c1cccs1 (stereo not drawn) | 1% | -5% | 6% | 6% | 7.1µM* | 2.5µM* | -28% | ? | 17µM* | 15% | ?
CCN1CC=C2C(C#N)=C(N)C(C#N)(C#N)[C@H](c3cccc(OC)c3OC)[C@H]2C1 | ? | 6% | -3% | . | 16% | -3% | -34% | -2% | -1% | -16% | -8%
COc1ccc(C2N(c3cc(Cl)ccc3OC)C(=O)C3CCCN32)cc1 (stereo not drawn) | -14% | -7% | -6% | -19% | 0% | 3% | -5% | -3% | -2% | 7% | -5%
Cc1onc(C(=O)NC(C)c2ccccc2)c1[N+](=O)[O-] (stereo not drawn) | ? | -7% | -7% | 0% | -1% | -5% | 28% | 1% | -2% | -9% | 14%
COCCN(C(=S)Nc1ccc(Cl)cc1OC)C1CCN(C(C)=O)CC1 | -12% | -11% | -3% | 2% | 0% | 1% | 0% | 0% | -1% | -2% | 0%
CC1CN(CC(=O)Nc2ccccc2Sc2ccccc2)CC(C)O1 (stereo not drawn) | -11% | ? | -1% | 0% | -52% | 3% | ? | -3% | 1% | -15% | -2%
CCOC(=O)C1CCN(C(=O)c2ccc(OCC)c(OCC)c2)CC1 | -9% | 3% | -1% | -3% | -7% | 6% | -3%[10 µM] | 2% | -2% | -4% | 5%
COc1ccc(-c2cc(-c3n[nH]c(=S)n3-c3cccc4ccccc34)[nH]n2)cc1 | -11% | -2%[10 µM] | 7% | -2% | 0% | -5% | ? | 11% | ? | 0% | -9%
O=C(Cc1coc(-c2ccc(F)cc2)n1)N1CCOCC1 | -10% | -3% | -17% | 4% | 46% | 0% | -5% | -6% | -1% | 1% | 0%
O=C(Nc1cccc(Cl)c1)C1C2C=CC3(O2)C1C(=O)N(CCCN1CCCCC1)C3C(=O)NC1CCCCC1 (stereo not drawn) | -1% | -3% | 2% | 4% | -17% | -4% | 0% | -3% | 1% | 0% | -1%
O=C1CCCC2=C1C(c1ccccn1)Nc1ccc(C(=O)c3ccccc3)cc1N2 (stereo not drawn) | 21% | -2% | 7% | 1% | -23% | -3% | 28% | 3% | 3% | -9% | 0%
Cc1ccc(C(=O)NC(=S)Nc2ccc(N3CCN(C(=O)c4ccco4)CC3)cc2)cc1 | -2% | 5.6µM* | -6% | 2% | -49% | -2% | 13µM* | -11% | 1% | -6% | -7%
COc1cc(Nc2nc(-c3ccccc3)c3cc(C)ccc3n2)cc(OC)c1OC | -3% | -2% | 1% | -1% | -86% | -4% | 25% | -2% | 17µM* | 4% | 2%
CC1c2nc3ccccc3n2C(CC(=O)NC2CC2)C(=O)N1Cc1ccccc1 (stereo not drawn) | -4% | -7% | 2% | 4% | 17% | -2% | 3% | 0% | 4% | -2% | -1%
COC(=O)c1cn(CC(=O)NCc2ccco2)c2ccccc12 | -4% | 15% | -3% | 0% | 47% | 0% | 30% | ? | -7% | 21% | -2%
C=CCN(c1ccccc1Cl)S(=O)(=O)c1cccc(C(=O)OCC(=O)N(C)C2CCS(=O)(=O)C2)c1 (stereo not drawn) | -8% | 2% | -1% | -2% | -9% | -3% | 7% | 0% | 0% | 14% | -1%
CC1(C)CC(=O)c2c(nn(-c3ccccc3)c2-c2ccncc2)C1 | -5% | -3% | -12% | . | -32% | 0% | 17% | -1% | -5% | -1% | 0%
COc1cccc(CNc2ncn[nH]2)c1OCc1ccc(F)cc1 | 13% | -2% | -2% | -5% | 31% | -7% | 14% | -3% | 0% | -1% | -3%
COc1ccc(CCNC(=O)COc2ccc3c(c2)OCO3)cc1 | . | . | . | 3% | 1% | 0% | . | 0% | . | -17% | 0%
Cn1c(SCC(=O)N2CCCC2)nc2ccccc21 | -3% | 0% | 4% | 5% | 8% | 0% | 25% | 0% | -2% | -3% | 1%

Full records from above. Values in the order: MBNL1 CUG block	Gal4-VP16 FLuc	CXXC DNA block	uPA surface inh	BRCA1 expr act	NPC1 promoter act	RORg inh	ELG1 genotoxic	FLuc counter	p53 reactivator	Rab9 prom act
Record of `COc1cccc(CNc2ncn[nH]2)c1OCc1ccc(F)cc1` → 13%	-2%	-2%	-5%	31%	-7%	14%	-3%	0%	-1%	-3%
Record of `Cc1onc(C(=O)NC(C)c2ccccc2)c1[N+](=O)[O-]` (stereo not drawn) → ?	-7%	-7%	0%	-1%	-5%	28%	1%	-2%	-9%	14%

Further compounds
SMILES | MBNL1 CUG block | Gal4-VP16 FLuc | CXXC DNA block | uPA surface inh | BRCA1 expr act | NPC1 promoter act | RORg inh | ELG1 genotoxic | FLuc counter | p53 reactivator | Rab9 prom act
O=C(CN1CC(c2ccccc2)CC1=O)OCc1ccccc1F (stereo not drawn) | 2% | -6% | 1% | 7% | 1% | 7% | 0% | 0% | 12µM* | 7% | 12%
COc1ccc(NC(=O)CN(C)C(=O)c2ccc(-c3ccccc3Cl)o2)cc1 | . | . | . | 0% | 11% | -1% | . | 12% | 24µM* | 0% | 0%
CCOc1ccc(NC(=O)Cn2nnc(C(=O)NCc3ccc(OC)cc3)c2N)cc1 | -5% | -5% | 8% | 1% | 14% | -6% | -23% | ? | 1% | 2% | -3%
C=CCNCCCOc1ccc(Cl)cc1Br | -4% | 1% | -1% | 0% | 22% | 0% | -3% | 1% | -7% | 20% | 2%
CN1C(=O)CC(N2CCN(CC(=O)N3CCCC3)CC2)C1=O (stereo not drawn) | 2% | 2% | -4% | -1% | -10% | 1% | 13%[10 µM] | 0% | 6% | 0% | 0%
CCCCN(CCCC)CC1OCc2ccccc2CO1 | -1% | -9% | 4% | 5% | -1% | -1% | -25% | -2% | 0% | -3% | 1%
CC(C)CN(C(=O)c1cc([N+](=O)[O-])cc([N+](=O)[O-])c1)C1CCS(=O)(=O)C1 (stereo not drawn) | . | . | . | 8% | -2% | -1% | . | 2% | 2% | 2% | 0%
O=C(O)CCC(=O)Nc1ccccc1C(=O)N1CCN(c2ccc(Cl)cc2)CC1 | -2% | 0% | -8% | -2% | 39% | -6% | 1% | -1% | 2% | -1% | -3%
CCOP(=O)(NC(c1ccccc1)c1nc2ccccc2[nH]c1=O)OCC (stereo not drawn) | 8% | 3% | ? | 7% | -32% | 0% | 16% | 0% | 2% | 1% | 9%
C[C@@H]1NC(=O)c2cc([N+](=O)[O-])cc(F)c2NCCC[C@@H](C(N)=O)NC(=O)[C@H](CC(N)=O)NC1=O | ? | 0% | 9% | 6% | 11% | -3% | 4% | 5% | -8% | -1% | -2%
CCn1c(C)nc2cc(C(=O)N/N=C(\C)c3ccccc3O)ccc21 | 3% | 0.63µM* | 8% | -4% | ? | ? | 0.63µM* | 5% | 13µM* | -3% | ?
CCN(CC)C(=O)CN(C#N)c1nc(Cl)nc(N(C)C)n1 | -4% | -20% | 2% | ? | -9% | -3% | -25% | 12% | 0% | 4% | -1%
C/C(=C\c1ccc(N)cc1)c1nc2ccccc2[nH]1 | ? | 2% | -7% | ? | 7.9µM* | 2.5µM* | -22% | ? | 3µM* | ? | 2.2µM*

Some of the entries so far, field by field:
> CC(C)CN(C(=O)c1cc([N+](=O)[O-])cc([N+](=O)[O-])c1)C1CCS(=O)(=O)C1 (stereo not drawn)
  MBNL1 CUG block = . | Gal4-VP16 FLuc = . | CXXC DNA block = . | uPA surface inh = 8% | BRCA1 expr act = -2% | NPC1 promoter act = -1% | RORg inh = . | ELG1 genotoxic = 2% | FLuc counter = 2% | p53 reactivator = 2% | Rab9 prom act = 0%

> O=C(O)CCC(=O)Nc1ccccc1C(=O)N1CCN(c2ccc(Cl)cc2)CC1
  MBNL1 CUG block = -2% | Gal4-VP16 FLuc = 0% | CXXC DNA block = -8% | uPA surface inh = -2% | BRCA1 expr act = 39% | NPC1 promoter act = -6% | RORg inh = 1% | ELG1 genotoxic = -1% | FLuc counter = 2% | p53 reactivator = -1% | Rab9 prom act = -3%
